# Screening data (PubChem BioAssay)
# MEP2 TOR yeast – modulators of MEP2-GFP levels in yeast, primary screen, S. cerevisiae, multiplex flow cytometry, MLPCN library | AID 2016, 2009 | 0.51% of 330,000 active | GFP response vs DMSO, % at 10 µM | S. cerevisiae MEP2-GFP strain, 3 h; 100% = DMSO control level;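 active = GFP response versus DMSO above a set limit, roughly screen mean plus 3 SD, cut at about 180% in these data; inconclusive = fewer than 70 cells counted for a yeast strain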;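 also: median GFP fluorescence of the barcode-gated MEP2-GFP cells per well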
# CR mimetic SO – reduction of superoxide in aged yeast, primary screen, HTS; superoxide response (% of plate mean), % at 10 µM; AID 2690, 2010; 0.18% of 330,000 active; S. cerevisiae aged cells, superoxide DHE fluorescence; stronger effect = lower value;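 active = superoxide response under a set limit, about three screen SD below normal, cut at about 65% in these data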;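 also: yeast aged for seven days with compound at 30 °C before DHE staining; 100% = average MFI of all compound-treated wells on the plate with controls excluded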
# AHR activator – AHR activators, primary screen, cell-based, luminescence, luciferase reporter, human; 2.5% of 320,000 active; AHR-responsive luciferase reporter cells; AID 2796, 2010; Aryl hydrocarbon receptor (Homo sapiens), P35869; activation, % at 5 µM; in the data active = activation above about 47%;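 also: 0% = vehicle wells and 100% = reference agonist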
# Target sequence (P35869 whole entry, looked up): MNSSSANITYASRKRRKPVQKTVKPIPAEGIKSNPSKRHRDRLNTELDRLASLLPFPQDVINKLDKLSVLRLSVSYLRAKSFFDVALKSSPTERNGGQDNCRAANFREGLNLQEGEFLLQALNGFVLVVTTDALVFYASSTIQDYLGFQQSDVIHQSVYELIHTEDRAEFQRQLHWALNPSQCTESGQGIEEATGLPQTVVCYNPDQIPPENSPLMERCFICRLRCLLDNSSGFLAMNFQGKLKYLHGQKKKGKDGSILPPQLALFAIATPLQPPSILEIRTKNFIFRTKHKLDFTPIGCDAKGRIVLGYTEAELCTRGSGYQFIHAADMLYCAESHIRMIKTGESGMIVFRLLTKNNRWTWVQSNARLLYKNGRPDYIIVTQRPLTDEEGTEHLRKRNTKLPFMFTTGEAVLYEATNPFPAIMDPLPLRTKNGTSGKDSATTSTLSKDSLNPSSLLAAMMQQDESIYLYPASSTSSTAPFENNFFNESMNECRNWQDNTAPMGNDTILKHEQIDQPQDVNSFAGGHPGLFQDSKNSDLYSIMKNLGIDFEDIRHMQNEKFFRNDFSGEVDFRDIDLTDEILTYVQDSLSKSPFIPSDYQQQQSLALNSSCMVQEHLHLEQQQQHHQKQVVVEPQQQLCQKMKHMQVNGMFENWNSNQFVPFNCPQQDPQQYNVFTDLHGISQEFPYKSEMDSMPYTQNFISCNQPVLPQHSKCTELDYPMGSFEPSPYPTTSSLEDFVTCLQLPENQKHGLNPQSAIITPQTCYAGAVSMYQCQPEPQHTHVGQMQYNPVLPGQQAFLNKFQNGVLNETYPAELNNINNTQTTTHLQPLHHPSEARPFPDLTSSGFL
# Efflux pump inh – inhibitors of Candida efflux pumps in yeast, primary screen, S. cerevisiae, Nile Red, multiplex; S. cerevisiae Candida pump triplex; inhibition, % at 10 µM; 0.44% of 330,000 active; AID 485275, 2010;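 active = plate passing quality check with inhibition over a set limit, or well fluorescence over plate mean plus 4 SD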;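 also: Nile Red retained in pooled yeast measured as flow cytometry median fluorescence; 0% = buffer negative control and 100% = Enniatin B positive control; higher means more Nile Red kept so more efflux inhibition; some compounds called inactive have numbers as strong as hits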
# CIT2 TOR yeast – modulators of CIT2-GFP expression in yeast, primary screen, S. cerevisiae, GFP fusion, multiplex flow cytometry, MLPCN library; GFP response vs DMSO, % at 10 µM; 0.065% of 320,000 active; S. cerevisiae CIT2-GFP strain, 3 h; 100 means same as DMSO wells;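 active = GFP response relative to DMSO above a set limit, near the screen mean plus 3 SD, cut at about 150% in these data; inconclusive = Fewer than 70 cells measured for a yeast strain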;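 also: ratio of well median GFP fluorescence to mean of DMSO wells on the plate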
# LAP4-GFP MLPCN – modulators of LAP4-GFP expression in yeast, primary screen, S. cerevisiae, multiplex flow cytometry, MLPCN library; 3 h; median GFP as percent of DMSO wells; GFP response vs DMSO, % at 10 µM; AID 2023, 2009; 0.34% of 320,000 active;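 active = GFP response vs DMSO above a set limit, about the screen mean plus 3 SD, cut at about 150% in these data; inconclusive = under 70 cell events counted for the yeast strain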
# RPL19A-GFP yeast – RPL19A-GFP expression modulators in yeast, primary screen, cell-based, S. cerevisiae, multiplex flow cytometry, MLPCN; AID 2025, 2009; percent response vs DMSO, % at 10 µM; S. cerevisiae RPL19A-GFP strain, 3 h; stronger effect = lower value; 0.3% of 330,000 active;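 active = percent response vs DMSO below 50%; inconclusive = fewer than 70 events counted for the yeast strain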;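 also: median channel GFP fluorescence of the barcoded RPL19A-GFP strain; ratio of sample median GFP to plate DMSO average so 100% = DMSO; lower means less RPL19A-GFP as with rapamycin TOR inhibition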
# AGP1-GFP MLPCN – modulators of AGP1-GFP expression in yeast TOR pathway, primary screen, cell-based, multiplex flow cytometry, S. cerevisiae, MLPCN library; 3 h; GFP as percent of DMSO wells; 0.02% of 320,000 active; GFP response vs DMSO, % at 10 µM;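 active = GFP response relative to DMSO above a set limit, near screen average plus 3 SD, cut at about 150% in these data; inconclusive = fewer than 70 cells counted for the yeast strain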;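 also: median GFP channel fluorescence of the gated AGP1 strain per well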
# An asterisk follows results filed as active; ? = inconclusive; / = not tested or not shown; [ ] = dose if it differs, or a comment. The order is random (roughly 3.9% active in at least one column).
SMILES,MEP2 TOR yeast,CR mimetic SO,AHR activator,Efflux pump inh,CIT2 TOR yeast,LAP4-GFP MLPCN,RPL19A-GFP yeast,AGP1-GFP MLPCN
O=C(O)C1C2C=CC(O2)C1C(=O)Nc1ccccc1C(F)(F)F (configuration not stated),102,102,-1,0.3,101,99,98,100
CC(=O)Nc1ccc(N2CCCC(C)C2)c([N+](=O)[O-])c1 (configuration not stated),99,142,9,0.1,96,95,97,96
Cc1ccc2c(c1)=C(c1sc(N(C)c3ccc(O)cc3)nc1O)C(=O)N=2,97,114,4,0.0,107,95,101,101
Cc1ccc(CCN2CC(C(=O)NCCc3ccccc3)CC2=O)cc1 (configuration not stated),100,80,1,-0.1,98,98,99,100
Nc1nc2c(s1)COc1ccccc1-2,106,130,11,-0.1,84,100,111,111
CC1(C)CC(=O)C2=C(C1)OC(N)=C(C#N)C2c1ccc2c(c1)OCO2 (configuration not stated),103,106,1,-0.2,101,101,97,100
COc1ccc(/C=N/NC(=O)c2cc[n+]([O-])cc2)cc1,106,92,3,0.0,103,98,108,102
COc1cc2c(cc1OC)C(c1ccc(O)cc1)NCC2 (configuration not stated),110,99,2,-0.2,105,94,104,106
CCN(CC)C(=O)C(=O)c1cn(CC(=O)N2CCc3ccccc3C2)c2ccccc12,111,115,1,0.1,113,107,97,104
COc1ccc(Nc2nc(NCC3CCCO3)nc(N)c2[N+](=O)[O-])cc1 (configuration not stated),100,101,4,-0.1,94,115,93,98
CC(C)(C)OC(=O)C[C@@H]1C/C=C\C[C@H](CC(=O)N[C@H](CO)Cc2ccccc2)C(=O)N2CCC[C@H]2COC1=O,91,109,0,0.0,91,90,91,99
CC1CCN(C(=O)CN(Cc2ccc(F)cc2)S(C)(=O)=O)CC1,109,103,/,0.0,104,98,105,105
CCNC(=S)N1CCC(C(N)=O)CC1,99,96,-1,0.0,98,99,94,100
CCOc1ccccc1C1CC(c2ccc(F)cc2)Nc2nc(N)nn21 (configuration not stated),108,93,1,0.2,96,103,97,103
O=C(c1ccccc1Sc1ccc([N+](=O)[O-])cc1Cl)N1CCOCC1,105,121,3,-0.1,108,101,111,106
CCOC(=O)CNC(=O)c1cn(C)c(=O)c2cc(OC)c(OC)cc12,96,86,7,0.4,94,96,97,95
Cc1ccc(S(=O)(=O)NCCC(=O)NC2CC2)cc1,105,101,-1,0.0,103,110,104,111
CC(=O)c1cccc(NS(C)(=O)=O)c1,108,99,0,0.0,99,112,119,108
Cc1ccccc1N1CCN(S(=O)(=O)Cc2ccccc2)CC1,99,92,-2,0.0,92,98,102,89
COc1cc(C(=O)NNC(=O)c2cc(S(=O)(=O)N(C)C)ccc2N2CCCC2)cc(OC)c1OC,100,93,1,-0.3,96,102,99,96

# Results in CIT2 TOR yeast and CR mimetic SO, for some of the entries so far:
Molecule	CIT2 TOR yeast	CR mimetic SO
COc1cc2c(cc1OC)C(c1ccc(O)cc1)NCC2 (configuration not stated)	105	99
CCN(CC)C(=O)C(=O)c1cn(CC(=O)N2CCc3ccccc3C2)c2ccccc12	113	115
COc1ccc(Nc2nc(NCC3CCCO3)nc(N)c2[N+](=O)[O-])cc1 (configuration not stated)	94	101
CC(C)(C)OC(=O)C[C@@H]1C/C=C\C[C@H](CC(=O)N[C@H](CO)Cc2ccccc2)C(=O)N2CCC[C@H]2COC1=O	91	109

# Other entries.
SMILES,MEP2 TOR yeast,CR mimetic SO,AHR activator,Efflux pump inh,CIT2 TOR yeast,LAP4-GFP MLPCN,RPL19A-GFP yeast,AGP1-GFP MLPCN
CC1CCCC(C)N1CCCNC(=O)c1cc2c(s1)-c1ccccc1OC2 (configuration not stated),99,118,5,-0.1,96,98,98,94
NC(=O)C1CCN(C(=O)CCSc2ccccc2)CC1,84,101,6,0.0,84,89,91,/
Cc1ccc(-c2cc(-c3ccccc3)nc(N/N=C/c3cccnc3)n2)cc1,89,102,63*,0.2,95,147,81,77
CCOc1ccc(CN(C)C(=O)c2ccc(NS(=O)(=O)c3ccc4[nH]c(=O)[nH]c4c3)cc2)cc1,93,79,-1,0.0,96,96,88,94
Cc1ccc(SC2=C(C(=O)O)CCCC2)cc1,87,105,3,0.1,78,126,96,90
Cc1ccc2nc3n(c(=O)c2c1)-c1ccccc1C(=O)NC3Cc1ccccc1 (configuration not stated),101,113,1,-0.1,103,106,98,102
CSCCC(=O)N1CC[C@@H](N2CCN(c3ccccc3F)CC2)[C@H](O)C1,110,104,-1,0.0,107,93,106,105
CC1=NN(c2ccc(Cl)cc2)C(=O)C1C(c1cccc(O)c1)c1c(C)[nH]n(-c2ccc(Cl)cc2)c1=O (configuration not stated),109,109,67*,-0.4,115,92,105,104
CN(C1CCCCC1)S(=O)(=O)c1cccc(C#N)c1,97,99,-1,-0.1,96,100,97,98
CC1(C(=O)NC2CCCCCCC2)CC1(Cl)Cl (configuration not stated),105,84,1,-0.1,108,107,104,104
N#Cc1ccc(C(=O)Nc2cc(-c3ccccc3)nn2-c2ccccc2)cc1,92,89,6,-0.1,68,134,94,77
COc1ccccc1NC(=O)CSc1nccn1Cc1ccccc1,98,91,-1,-0.1,95,129,94,102
O=C(CNC(=O)c1ccccc1C(F)(F)F)N/N=C/c1cccs1,100,120,1,0.1,102,100,100,101
Cc1cccc(C(=O)NC2CC3CCCC(C2)N3Cc2ccccc2)c1 (configuration not stated),102[may fluoresce violet],94,0,0.1,?,86[may fluoresce violet],96[may fluoresce violet],91[may fluoresce violet]
CCC(C)NC(=O)CSc1nnc(-c2cc(OC)c(OC)c(OC)c2)c(-c2cc(OC)c(OC)c(OC)c2)n1 (configuration not stated),104,94,4,-0.1,106,98,103,97
CCC(CO)NCc1ccc(Br)cc1 (configuration not stated),103,88,-3,0.0,99,99,103,102
CCCN1C2=NCCCN2c2ccccc21,101,94,-3,0.0,99,102,100,100
Cn1c(Cn2c(=O)sc3ccccc32)nnc1SCC(=O)Nc1ccc(Cl)cc1,109,110,2,-0.1,104,102,101,106
Cc1cc(C(=O)Nc2cccc3ccccc23)co1,106,99,4,-0.1,108,104,114,113
O=C(NN1C(=O)/C(=C/C=C/c2ccco2)SC1=S)c1ccccc1O,99,102,22,2.0*,99,104,99,103
S=C(NCCCc1ccccc1)Nc1ccc(Cl)cc1,103,83,2,-0.1,100,103,101,95
COc1ccc(Br)cc1S(=O)(=O)NCCc1cccs1,98,91,1,0.0,101,94,98,101
COc1ccccc1C(=O)COC(=O)CCCN=C1NS(=O)(=O)c2ccccc21,99,110,1,0.1,105,104,103,105
Cc1cccc(CCNc2nc3ccccc3n3nnnc23)c1,103,108,6,0.4,92,105,103,101
CCN1CCN(C(=S)Nc2sc(C)c(-c3ccccc3)c2C(=O)OC)CC1,96,85,9,-0.1,100,97,100,101
c1ccc(-c2nnc(-c3ccncc3)o2)cc1,99,94,1,0.0,88,101,94,91
CN(C)c1cc(O)c(C(=S)Nc2ccccc2)c(N(C)C)c1,103,79,125*,0.1,90,105,99,97
CNC(=O)C(=O)Nc1nc(C23CC4CC(CC(C4)C2)C3)cs1,98,109,4,0.7,/,84,96,88
CCc1ccc(-c2csc(NC(=O)c3cccnc3)n2)cc1,99,110,9,0.3,91,101,98,88
Cc1cc(-c2ccccc2)nc(N(C)NC(=O)c2cccc(C(F)(F)F)c2)c1S(C)(=O)=O,103,103,1,0.1,112,103,100,103
COCCN(C(=S)Nc1cccc(OC)c1)C(C)c1cccs1 (configuration not stated),97,106,5,-1.5,102,87,114,86
CN(C)C(=O)CCC(=O)N1CCCCC1C(=O)Nc1ccc(Oc2ccccc2F)cc1 (configuration not stated),113,94,3,0.0,112,105,106,110
CCNC(=O)COc1ccc(F)cc1C(=O)c1cnn(-c2ccccc2)c1,104,133,45,0.2,97,96,102,95
CC(C)c1cc(C(=O)N2CCCC(Nc3ccc(F)cc3)C2)n[nH]1 (configuration not stated),109,97,-2,0.2,101,102,100,103
Cc1cc(C(=O)Nc2ccc(N3CCOCC3)c3nonc23)ccc1[N+](=O)[O-],103,102,2,0.1,104,95,100,100
CCN1CCC2(CCN(Cc3cn[nH]c3-c3ccc(OC)c(F)c3)C2)C1 (configuration not stated),103,96,1,0.0,98,94,100,101
Nn1c(SCC(=O)Nc2ccc(F)cc2)nnc1-c1cccnc1,107,93,1,-0.1,100,102,98,104
O=C1Nc2ccccc2C(=O)N2[C@H](c3ccc(F)cc3)[C@@H]3C(=O)N(Cc4ccccc4)C(=O)[C@@H]3[C@H]12,91,110,8,0.2,68,109,97,80
CN(CC(=O)Nc1cccc(F)c1)C(=O)CN1C(=O)NC2(CCCC2)C1=O,101,85,0,0.1,93,104,97,104
CCOC(=O)C(C(=O)NCc1cccc(OC)c1)c1ncc(C(F)(F)F)cc1Cl (configuration not stated),107,99,9,0.3,106,100,103,100
N#Cc1c(N)nc2c(c1N)CC(COc1ccccc1)O2 (configuration not stated),92,81,-2,0.0,88,95,92,91
O=C(CN1C(=O)COc2ccc(S(=O)(=O)N3CCCC3)cc21)NCc1ccccn1,96,92,3,0.0,95,105,98,103
COc1ccc(CC(=O)OCC(=O)c2ccc(S(=O)(=O)N3CCCCC3)cc2)cc1,95,112,-2,-0.2,98,95,94,98
CC(c1ccco1)N(C(=O)c1ccccc1NS(=O)(=O)c1cccc([N+](=O)[O-])c1)c1ccccn1 (configuration not stated),99,106,0,0.1,100,88,101,88
COc1ccc(CCNC(=O)/C=C/c2ccc(OC)c(S(=O)(=O)N3CCOCC3)c2)cc1,97,101,3,-0.2,112,92,101,101
COCCCn1c(SCC(=O)Nc2ccccc2F)nnc1-c1ccoc1C,105,110,1,0.2,96,92,102,97
CC(=O)OCC(=O)[C@@]12OC(C)(C)O[C@@H]1C[C@H]1[C@@H]3C[C@H](F)C4=CC(=O)C=C[C@]4(C)[C@@]3(F)[C@@H](O)C[C@@]12C,98,112,7,0.0,78,127,97,84
COc1cccc(C2CC(c3ccc(Cl)cc3Cl)Nc3nc(N)nn32)c1 (configuration not stated),97,96,3,0.0,75,96,99,79
CN1CCN(C(=O)C2=C[C@@H](C3CCCCC3)C[C@@H](OCc3ccc(CO)cc3)O2)CC1,91,98,-2,0.0,/,96,97,85
CCCCCC(=O)NC(=S)Nc1ccc(Cl)cn1,91,95,4,0.1,94,100,96,88
O=[N+]([O-])c1ccc(Sc2cccc3cccnc23)c([N+](=O)[O-])c1,91,119,8,0.1,88,117,94,91
O=C(CCCCCn1c(SCC(=O)c2ccccc2)nc2ccccc2c1=O)NCc1ccco1,92,101,-7,0.4,69,79,88,87
CCOC(=O)C(C)Sc1nc(-c2ccccc2)nc2ccccc12 (configuration not stated),102,86,4,-0.1,97,97,106,97
CCn1c2ccc(OC)cc2c2nc3ccccc3nc21,101,98,41,-0.1,107,106,98,94
N#CC(C(=O)Nc1ccccc1)=C1CCCCC1,93,102,1,-0.1,100,90,95,97
